Source: PubChem
POLH inh: DNA polymerase eta (human) inhibition; 1.2% of 390,000 active; Potency, µM (top dose mostly 114 µM), without a hit: at the highest dose activity change, negative = inhibition, actives largely listed as inhibitors; Q9Y253; recombinant Pol eta, fluorescent DNA replication assay; AID 588591; also: potency is read from the fitted curve at half-maximal effect; % is scaled to controls: 0 for no effect and ±100 for the full control effect
Target sequence (Q9Y253 whole entry, looked up): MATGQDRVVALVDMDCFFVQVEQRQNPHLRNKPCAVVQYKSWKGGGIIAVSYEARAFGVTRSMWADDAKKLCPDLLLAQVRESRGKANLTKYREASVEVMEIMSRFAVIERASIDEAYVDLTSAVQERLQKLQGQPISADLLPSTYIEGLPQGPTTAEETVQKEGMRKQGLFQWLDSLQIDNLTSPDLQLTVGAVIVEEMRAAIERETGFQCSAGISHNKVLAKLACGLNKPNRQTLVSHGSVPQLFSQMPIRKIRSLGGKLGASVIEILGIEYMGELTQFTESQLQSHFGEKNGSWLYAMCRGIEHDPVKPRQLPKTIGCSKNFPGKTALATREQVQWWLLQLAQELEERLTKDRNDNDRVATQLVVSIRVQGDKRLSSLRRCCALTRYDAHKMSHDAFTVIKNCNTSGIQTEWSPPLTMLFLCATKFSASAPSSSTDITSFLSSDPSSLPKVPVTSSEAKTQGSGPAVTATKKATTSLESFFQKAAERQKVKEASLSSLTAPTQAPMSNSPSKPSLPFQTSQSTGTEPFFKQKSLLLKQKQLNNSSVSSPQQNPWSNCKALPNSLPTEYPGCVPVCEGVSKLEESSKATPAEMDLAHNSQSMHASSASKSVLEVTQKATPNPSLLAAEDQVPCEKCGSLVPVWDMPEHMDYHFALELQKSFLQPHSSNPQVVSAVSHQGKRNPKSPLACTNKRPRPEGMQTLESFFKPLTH
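Pol eta at 10 nM preincubated with compounds 15 min at room temperature; reaction started with fluorescent substrate (50 nM final) and read kinetically at 0 and 10 min.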
Pol kappa inh: inhibitors of human DNA polymerase kappa; Q9UBT6; purified Pol kappa, fluorescent DNA synthesis assay, 10 min; Potency, µM (doses to about 107 µM), without a hit: at the highest dose activity, negative = inhibition, actives largely listed as inhibitors; 0.53% of 400,000 active; AID 588579; also: potency is read from the fitted curve at half-maximal effect; % is scaled to controls: 0 for no effect and ±100 for the full control effect
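Pol kappa 10 nM + cpd, 15 min RT; start w/ substrate 50 nM final; fluorescence kinetic read, 0 and 10 min. Neg ctrl: buffer, no enzyme.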
ERG Ets-DNA blk: blocks human ERG Ets domain binding to DNA | P11308 | fluorescence polarization, His-ERG Ets domain / labelled DNA | Potency, µM (titrated, usually from 76.9 µM), inactives show at the highest dose FP activity, negative = inhibition, actives largely listed as inhibitors | 0.028% of 370,000 active; active = well fitted inhibition curve with a large enough effect in the polarisation, with a control signal flat; inconclusive = small, poorly fitted or top-dose-only effect, or effect the other way, or a change in a side signal; inactive = no such curve, though single readings can be large or run the other way; the % refers to the polarisation;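 also: polarization taken with two DNA probes labelled with fluorescein and Texas red; potency is read from the fitted curve at half-maximal effect; % of control where 0% means no effect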
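His-tagged ERG Ets domain (1 uM in the protein solution; 300mM KCl, 50mM Tris-HCl, 1mM EDTA, 1mM DTT, pH 7.5) received compound, then a probe mix of 5 nM fluorescein-DNA and 100nM Texas-615-DNA. Fluorescence polarization was read for both dyes.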
LDHA block: blocks human lactate dehydrogenase A; 0.15% of 480,000 active; purified LDHA, NADH/diaphorase-resazurin fluorescence; stronger effect = lower value; P00338; activity change, % (values are at about 110 or 230 µM); in the data active = activity change below about -30%; inconclusive = mostly about -25% to -30%;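 also: plate controls were DMSO wells for no effect and wells without enzyme for full effect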
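Human LDH5 (2 nM) was incubated with 0.06 mM NADH and 0.2 mM pyruvate for 5 min at room temperature in Tris pH 7.4. Remaining NADH was coupled through diaphorase/resazurin, and resorufin fluorescence was read at 0 and 20 min.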
12-LOX inh: ALOX12 (human) lipoxygenase inhibition | Potency, µM (highest dose often 108 µM), inactives show top-dose activity change, negative = inhibition, usual class: inhibitors | P18054 | AID 1671190 | 1.1% of 580,000 active | purified 12hLO, xylenol orange hydroperoxide absorbance; also: potency is read from the fitted curve at half-maximal effect; % is scaled to controls: 0 for no effect and ±100 for the full control effect
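Purified human 12hLO (150 nM final) in 25 mM Hepes, 0.01% Triton X-100, pH 7.0 was preincubated 15 min at room temperature with compound. Then 40 uM arachidonic acid was added, 30 min. Hydroperoxide was read by Fe-XO absorbance ratio 573/405 nm.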
Anesthetic bind: candidate novel general anesthetic via apoferritin binding | P02791 | apoferritin/1-aminoanthracene competitive binding, fluorescence | Potency, µM (titrated, usually from 77.5 µM), for inactives: at the highest dose activity change, negative = displacement, most hits filed as inhibitors | 0.074% of 350,000 active | AID 485281; also: potency is read from the fitted curve at half-maximal effect; % is scaled to controls: 0 for no effect and ±100 for the full control effect; nearly all actives have a fitted effect of over 20% in size
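Horse-spleen apoferritin (10 uM) was mixed with 50% saturated 1-aminoanthracene in PBS, exposed to compounds for 10 min at room temperature, and read for fluorescence (ex 380 nm, em 535 nm). Competitive displacement was fitted with a four-parameter Hill equation.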
APEX1 inh: inhibitors of human APE1 endonuclease. recombinant APE1, TAMRA/BHQ-2 abasic DNA cleavage fluorescence. P27695. Potency, µM (highest dose often 65.8 µM), inactives show at the highest dose activity change, negative = inhibition, usual class: inhibitors. 0.35% of 350,000 active;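 also: potency is read from the fitted curve at half-maximal effect; plate controls were vehicle for no effect and reference inhibitor for full effect; nearly all actives have a fitted effect of over 55% in size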
Target sequence (P27695 whole entry, looked up): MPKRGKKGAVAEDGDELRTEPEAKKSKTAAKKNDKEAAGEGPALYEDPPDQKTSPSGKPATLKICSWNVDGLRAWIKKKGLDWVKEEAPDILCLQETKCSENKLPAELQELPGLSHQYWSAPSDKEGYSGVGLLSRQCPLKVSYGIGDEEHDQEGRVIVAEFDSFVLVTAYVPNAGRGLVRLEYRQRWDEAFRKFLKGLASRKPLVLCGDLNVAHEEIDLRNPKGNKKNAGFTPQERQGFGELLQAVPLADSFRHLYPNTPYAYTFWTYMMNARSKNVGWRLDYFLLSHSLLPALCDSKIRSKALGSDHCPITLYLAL
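Incision of a quenched TAMRA/BHQ-2 THF abasic-site duplex (50 nM) by 0.75 nM APE1, after 15 min compound preincubation, measured as fluorescence increase over three 60 s reads. Values normalized to buffer, DMSO and NSC13755 control wells.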
RGS4 inh: blocks human RGS4-accelerated GTP hydrolysis; P49798; Transcreener GDP fluorescence polarization, RGS4-accelerated GTP hydrolysis; Potency, µM (top dose mostly 114 µM), for inactives: at the top dose activity change, negative = inhibition, hits mostly inhibitors; 0.039% of 390,000 active; also: potency is read from the fitted curve at half-maximal effect; % is scaled to controls: 0 for no effect and ±100 for the full control effect; nearly all actives have a fitted effect of over 75% in size; some results filed as inactive show a strong effect at the top dose
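MLSMR compounds (23 nl, pin-transferred) preincubated 10 min at room temperature with a 500nM (2x) first reagent, then RGS4 at 900nM (2x) plus Transcreener GDP mix added; fluorescence polarization (620/688 nm) read before and after 90 min at 30 °C.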
Pol beta inh: DNA polymerase beta (human) inhibition | Potency, µM (doses to about 114 µM), inactives show top-dose activity change, negative = inhibition, most hits filed as inhibitors | Pol beta primer extension/strand displacement, fluorescence kinetic | 1.3% of 340,000 active; also: potency is read from the fitted curve at half-maximal effect; % is scaled to controls: 0 for no effect and ±100 for the full control effect
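Pol beta (10 nM) and compounds were preincubated 15 min at room temperature, then 50 nM substrate (final) started primer extension/strand displacement. Reads were taken at 0 and 10 min; concentration-response data were fitted to a four-parameter Hill equation.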
* marks the source's active call; other numbers are inactive results; i = inactive; ? = inconclusive; nt = no result given; & = joins results of further samples; ! = not active in a repeat; [ ] = another dose, or the depositor's remark. Unless noted, calls follow the shape of the dose curve; as a rule, active = well fitted curve in the direction sought with a large enough effect; inconclusive = small, poorly fitted or top-dose-only effect, or another doubt; inactive = no such curve, though single readings can be large; an effect the other way counts as inactive or inconclusive.

SMILES | POLH inh | Pol kappa inh | ERG Ets-DNA blk | LDHA block | 12-LOX inh | Anesthetic bind | APEX1 inh | RGS4 inh | Pol beta inh
O=C1Cc2ccccc2C(c2c(Cl)cccc2Cl)N1 (centres undefined) | -1% | -8% | 1% | -6 | 9% | -10% | 21% | 23% | -11%
CC(C)=NOCC(=O)Nn1c(COc2c(C)cccc2C)nc2ccccc2c1=O | -17% | -5% | -8% | -6 | 0% | -8% | -8% | 7% | 52%
COc1ccc(-c2nsc(NC(=O)c3cccc(OC)c3)n2)cc1 | -7% | 0% | -10% | 6 | ? | -13% | nt | 1% | 23%
CCOC(=O)C1CCN(c2nc(C)nc3c2oc2ccccc23)CC1 | -2% | -13% | 6% | -5 | ? | -10% | -5% | -4% | 3%
CN1C(C(=O)NCc2ccco2)CC2Cn3c(nc4ccccc43)C21 (centres undefined) | -10% | -12% | -2% | -1 | -8% | nt | 11% | 28% | nt
COc1ccc(S(=O)(=O)Nc2ccc(S(=O)(=O)N(C)C)cc2)cc1[N+](=O)[O-] | -15% | -16% | 2% | 3 | -16% | -12% | -2% | -21% | ?
Cc1ccc(C(=O)O)cc1NC(=O)CSc1nnc(-c2ccccc2F)n1C1CCCCC1 | -9% | 7% | -8% | -2 | ? | nt | 20% | 20% | nt
CN1C(=O)c2ccc(C(=O)Nc3nccs3)cc2C1=O | -15% | -16% | -2% | -3 | -1% | -12% | -3% | 13%[11.4 µM] | 1%
CCOc1ccc(OCC)c(NS(=O)(=O)c2cc(-c3cnc(C)o3)ccc2OC)c1 | -21% | -10%[60.1 µM] | 2% | 0 | -8% | 44%[activator] | nt | 0% | -1%
CC(=O)c1ccc(S(=O)(=O)N(C)CC(=O)N2CCCCCC2)cc1 | -7% | -2% | 3% | -2 | 16% | -8% | -9% | 19% | 0%
Cc1ccc(Nc2nc(N3CCOCC3)nc(N3CCOCC3)n2)cc1Cl | -20% | -1% | 10% | -1 | ? | 1% | -3% | 18% | -1%
COc1ccc(S(=O)(=O)Nc2ccc(Cl)cn2)c(C)c1C | -12% | 3% | 2% | -12 | ? | -15% | 6% | 4% | 3%
CC(C)c1ccc(C(=O)CC2(O)C(=O)N(CN3CCOCC3)c3ccccc32)cc1 (centres undefined) | 2% | 5% | 3% | 9&2 | ? | -19% | -4% | 7% | 17%
COCCOC(=O)/C(=C/c1ccc(OC(=O)c2ccccc2)cc1)C(C)=O | -17% | -1% | 53%[activator] | 1 | nt | -17% | 0% | ? | 0%
CCn1cc(C(=O)NCCc2ccccc2)c(=O)c2cc(S(=O)(=O)N(C)C3CCCCC3)ccc21 | -24% | -13% | -5% | -7 | -18% | 4% | nt | -5% | 1%
COc1cc2c(c(OC)c1OC)C(c1ccc3c(c1)OCO3)CC(=O)O2 (centres undefined) | -15% | -7%&-12% | 9% | 6 | -20% | 8%[110 µM] | -7%&-6% | 16% | nt
O=C(O)c1cccc(NC2=C(n3nnc4ccccc43)C(=O)c3ccccc3C2=O)c1 | -26% | -1% | 1% | 10 | 2% | 0% | 12% | 13% | 10%
CCOC(=O)C(C)N1C(=O)S/C(=C/c2cc(C)n(-c3ccccn3)c2C)C1=O (centres undefined) | -19% | 89µM* | -12% | -1 | -14% | ? | -3% | ? | -3%
O=[N+]([O-])c1cccnc1Oc1ccccc1F | -18% | 1% | -4% | 0 | 9% | -20% | ? | -5% | -1%
COC(=O)c1ccccc1NC(=O)CNC(=O)c1ccc(OC)c(OC)c1 | -17% | 2% | -4% | 1 | -5% | -9% | -3% | -6% | 1%
COc1ccc(CCN2C(=O)CCC2(C)C(=O)NCc2cccnc2)cc1OC (centres undefined) | -15% | -13% | 10% | -4&1 | 3%&-1% | -10% | 0% | 4% | 0%
Cc1ccc(NC(=S)N/N=C2\CC3CC=CC23)c(C)c1 (centres undefined) | 9% | -6% | 11% | -5 | ? | ? | 2% | -54% | 1%
Cc1ccc(-c2nc(SCC(=O)c3c(N)n(C4CC4)c(=O)[nH]c3=O)n[nH]2)cc1 | -3% | -6% | -3% | -6 | 17% | nt | -8% | 14% | nt
O=C(Cn1cncn1)N/N=C/c1ccncc1 | -21% | -26% | -16% | -7 | i | 8% | -7% | 23% | -7%
COc1ccc(Nc2ncnc3sc(C)cc23)cc1 | -13% | -4% | -5% | 1 | nt | -9% | 12% | -20% | 16%

The listing continues:
SMILES | POLH inh | Pol kappa inh | ERG Ets-DNA blk | LDHA block | 12-LOX inh | Anesthetic bind | APEX1 inh | RGS4 inh | Pol beta inh
CSc1ccccc1NC(=O)CN(C)C(=O)COc1ncnc2ccccc12 | -8% | -7% | 12% | -3 | 361%[activator] | nt | 0% | -1% | nt
CC(Sc1nncs1)C(=O)NC1CCCCC1C (centres undefined) | -13% | -8% | 3% | -8 | 4% | -4% | 17% | -29% | 1%
Cc1ccc(C2=NOC3(CC(=O)N(c4ccc(C)cc4)C3=O)C2)cc1 (centres undefined) | -13% | -13% | -3% | -1 | 0% | -8% | -4% | -23% | 2%
O=C(Cn1nnc(-c2ccccc2F)n1)Nc1cccc2ncccc12 | 7% | 2% | -1% | -3 | -10% | -9% | -2% | -29% | 5%
CC(OC(=O)c1ccc(-c2ccc([N+](=O)[O-])cc2)o1)C(=O)NC(N)=O (centres undefined) | 0% | -20% | -3% | -6 | 0% | -1% | -1% | -24% | -8%
Cc1ccc2cccc(OCCCOc3ccccc3F)c2n1 | -9% | -1% | ? | -1 | ? | -22% | 4% | 2% | 10%
Fc1cc(Br)cc(F)c1NC(=S)N1CCOCC1 | -17% | -3% | 11% | -4 | -12% | 7% | 12% | 15% | 1%
COc1ccc(CCNc2oc(/C=C/c3ccc(OC)c(OC)c3)nc2C#N)cc1 | -22% | -1% | 8% | 5 | -22% | 439%[activator] | nt | 4% | ?
Nc1ccc(N2CCN(c3cccc(Cl)c3)CC2)cc1 | -23% | -5% | nt | 3 | ? | -4% | 1% | -42% | -7%
Cc1ccccc1Cn1nnc2c(=O)[nH]c(C3CCN(C(=O)c4ccccc4Cl)CC3)nc21 | -2% | -18% | -8% | 2 | 1% | -20% | nt | -2% | 0%
CCOc1ccc2nc(NC(=O)C3CCCN(S(=O)(=O)c4c(C)noc4C)C3)sc2c1 (centres undefined) | -9% | -6% | 0% | -6 | 363%[activator] | 2% | ? | -13% | -3%
CC(=O)c1ccc(N2CCN(S(=O)(=O)c3cc4[nH]c(=O)c(=O)[nH]c4cc3C)CC2)cc1 | 12%&-13% | -25%&-19% | 7%&1% | -30*! | ? | -23%&-21% | -22% | -10%&-31% | ?
COC(=O)/C=C(\C)NC(=O)c1ccccc1Cl | -4% | -14% | 3% | -3 | 24% | ? | -2% | 2% | 1%
O=C(NCCCn1ccnc1)c1ccc(Cl)cc1 | -8% | -7% | -6% | -7 | 98%[activator] | -4% | -3% | 10% | 45%
CC(C)(C)n1nnnc1C(c1cccnc1)N1CCN(C(=O)c2ccco2)CC1 (centres undefined) | 6% | -12%[60.1 µM] | nt | -7 | -6% | 38%[activator] | -9% | -6% | 24%
Cc1cc(C)c(NC(=S)NC(CO)(CO)CO)c(C)c1 | 1% | -4% | 1% | -7 | 0% | 1% | -5% | 11% | 3%
COc1ccc(NC(C)=O)cc1NC(=O)c1ccc(Cl)cc1 | -1% | 7% | 5% | -2 | -1% | -4% | 1% | -6% | -12%
CCCc1nnc(SCC(=O)N2C(C)CCCC2C)n1CC (centres undefined) | -13% | -16% | -5% | -15 | 0% | -3% | 5% | 6% | 0%
O=C(CCCOc1ccccc1)NN1C(=O)NC2(CCCCC2)C1=O | -12% | -9% | -5% | -2 | -10% | nt | 1% | -21% | nt
COc1cc(C2Nc3ccccc3C(=O)N2c2ccccc2OC)ccc1O (centres undefined) | ? | -3% | 7% | -3 | -1% | 6% | 3% | -12% | -1%
O=C(COC(=O)C12CC3CC(CC(Cl)(C3)C1)C2)Nc1ccc2[nH]c(=O)[nH]c2c1 | -21% | -6% | 8% | -3 | 21% | nt | -6% | -12% | nt
Nc1ccccc1Sc1ccc(C(F)(F)F)cc1[N+](=O)[O-] | ? | 2% | -3% | -1 | ? | ? | -3% | 6% | -9%
CCC(CC)c1nn2c(N)c(/C=C3\C(C)=Nc4ccccc43)c(=O)nc2s1 | -23% | -4% | 26% | 5 | 10% | -10% | 12% | -23% | 11%
N#CCSc1nc2ccc(N3CCOCC3)cc2c(=O)n1CCc1ccccc1 | -20% | -15% | 1% | 17 | -4% | -9% | -11% | -3% | 5%
O=C(Nc1ccccc1C(=O)O)c1cc(S(=O)(=O)N2CCOCC2)c(Br)s1 | -13% | -23% | -4% | -14 | 0% | -7% | 29% | 19% | -14%
CC1(C)Cc2cccc(OCC(O)CNCc3ccccn3)c2O1 (centres undefined) | -3% | -8% | -7% | 1 | 460%[activator] | -10% | -2% | 14% | 22%

Looked up by structure from above, 2 records:
SMILES | POLH inh | Pol kappa inh | ERG Ets-DNA blk | LDHA block | 12-LOX inh | Anesthetic bind | APEX1 inh | RGS4 inh | Pol beta inh
CSc1ccccc1NC(=O)CN(C)C(=O)COc1ncnc2ccccc12 | -8% | -7% | 12% | -3 | 361%[activator] | nt | 0% | -1% | nt
CC(OC(=O)c1ccc(-c2ccc([N+](=O)[O-])cc2)o1)C(=O)NC(N)=O (centres undefined) | 0% | -20% | -3% | -6 | 0% | -1% | -1% | -24% | -8%

An excerpt, so the mix of outcomes need not match the whole.
